High-throughput results deposited in PubChem by several laboratories.
MEKK3 PB1 HTS – modulators of MEKK3-MEK5 PB1 binding, primary screen, biochemical, wildtype MEKK3, multiplex bead flow cytometry, Alexa488-MEK5. Mitogen-activated protein kinase kinase kinase 3 (Homo sapiens), Q99759. bead-based flow cytometry, Alexa488-MEK5 binding to MEKK3; actives lie on both sides; 0 = blocked by unlabeled MEK5, 100 = vehicle. binding response (% of control), % at 10 µM. 290,000 tested, 1.4% active;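 active means binding response more than 3 SD above or below the average of its plate-row segment, actives on both sides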;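 further: Alexa488 bead fluorescence after subtracting the streptavidin-only scavenger bead signal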
MEKK2 mut-MEK5 – MEK5 binding signal on mutant MEKK2 PB1, primary screen, biochemical, multiplex bead flow cytometry, Alexa488-MEK5; Alexa488-MEK5 binding to MEKK2 mutant; percent response, % at 10 µM; 290,000 tested, 0.35% active; in the data active means percent response above about 24%, passing the limit was not always enough; further: inactives centre near 1; some results filed as inactive read as strong as hits
MEKK2 WT-MEK5 – modulators of MEK5 binding to wildtype MEKK2, primary screen, biochemical, multiplex bead flow cytometry, Alexa488-MEK5 | Alexa488-MEK5 binding to MEKK2 WT; actives lie on both sides | binding response (% of control), % at 10 µM | 290,000 tested, 1.1% active | AID 1531, 2009; in the data active means binding response below about 67% or above about 130%
NS3 helicase inh – inhibitors of HCV NS3 helicase, primary screen, biochemical, Cy5 molecular beacon fluorescence | 290,000 tested, 0.56% active | inhibition, % at 10.9 µM | NS3 helicase DNA unwinding;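 active means inhibition above the mean of all tested compounds plus 3 SD, set per campaign, cut at about 35% in these data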;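 further: 0% = DMSO wells and 100% = thioflavine S control wells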
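Measured by: Cy5 fluorescence, 0 and 60 min reads / Assay system: NS3 helicase fragment of HCV / Control set: low DMSO, high thioflavine S at 110 µM / Times: 1 h reaction at 25 °C, ATP-initiated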
SUMO HTRF inh – inhibitors of in vitro SUMOylation cascade, primary screen, biochemical, HTRF, uHTS; SUMO-conjugating enzyme UBC9 (Homo sapiens), P63279; HTRF SUMOylation assay, SAE1/SAE2 + UBC9; inhibition, % at 35 µM; 290,000 tested, 0.36% active; in the data active means inhibition above about 50%, passing the limit was not always enough; further: strong numbers were not always called active
Target sequence (P63279 whole entry, looked up): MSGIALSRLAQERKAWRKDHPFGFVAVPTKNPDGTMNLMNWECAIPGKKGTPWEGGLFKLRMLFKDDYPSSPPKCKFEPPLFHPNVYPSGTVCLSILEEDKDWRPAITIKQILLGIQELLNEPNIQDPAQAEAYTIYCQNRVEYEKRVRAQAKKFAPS
CRFR2-BP ag – agonists of CRF-BP/CRF-R2 complex, primary screen, cell-based, HEK293, calcium dye fluorescence, uHTS; calcium dye fluorescence (FLIPR); percent of saturating CRF peptide response; AID 588473, 2011; 350,000 tested, 0.46% active; CRF-binding protein / CRF receptor 2 complex (human); activation, % at 13.2 µM;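 active means activation of at least 50%, plus an integration ratio under a set limit after plate pattern correction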;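 further: plate controls were neutral control wells without compound for no effect and CRF at EC100 for full effect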
CRFBP-R2 block – antagonists of CRF-BP/CRF-R2 complex, primary screen, cell-based, HEK293, calcium dye fluorescence, uHTS; 350,000 tested, 0.59% active; CRF-induced calcium fluorescence; inhibition, % at 11.8 µM;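 active means inhibition of the ligand-induced calcium signal above about 50% at the single tested concentration, limit read from the data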
DNA FID counter – compounds displacing fluorescent DNA intercalator, primary screen, artefact control for HCV NS3 helicase inhibitor project, biochemical, FID fluorescence | DNA fluorescent intercalator displacement | inhibition, % at 7.9 µM | 290,000 tested, 0.17% active | AID 1845, 2009; in the data active means inhibition above about 37%;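 further: 0% = vehicle and 100% = reference compound; higher means more ethidium bromide displaced from hairpin DNA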
GalR3 antagonist – GalR3 antagonists in HEK293 cells, primary screen, cell-based, fluorescence readout | inhibition, % at 3 µM | HEK293 GalR3-CNG cAMP membrane potential fluorescence; galR3 body fused to GalR1 C-terminus | 360,000 tested, 0.44% active;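 active means inhibition above the screen-wide average plus 3 SD, cut at about 13% in these data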;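 further: forskolin and galanin both at EC90 stimulate the cells; cAMP rise reported by CNG channel membrane potential dye signal; 0% = forskolin plus galanin with DMSO and 100% = forskolin alone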
Target sequence (O60755 1-299 limits assumed): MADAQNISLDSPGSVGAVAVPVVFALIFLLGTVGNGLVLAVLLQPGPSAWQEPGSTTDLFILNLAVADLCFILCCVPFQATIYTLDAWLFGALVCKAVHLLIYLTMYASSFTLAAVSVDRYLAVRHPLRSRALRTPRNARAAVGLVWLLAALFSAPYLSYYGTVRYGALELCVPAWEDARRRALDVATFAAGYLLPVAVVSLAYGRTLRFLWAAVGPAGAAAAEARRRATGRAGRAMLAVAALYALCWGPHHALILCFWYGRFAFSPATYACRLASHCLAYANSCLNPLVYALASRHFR
An asterisk follows results filed as active; / = not tested or not shown.

Values run as follows: MEKK3 PB1 HTS	MEKK2 mut-MEK5	MEKK2 WT-MEK5	NS3 helicase inh	SUMO HTRF inh	CRFR2-BP ag	CRFBP-R2 block	DNA FID counter	GalR3 antagonist
> CC(NC(=O)CSc1ncn[nH]1)c1ccc(Cl)cc1Cl (stereo not drawn)
 : 98.0	-4.0	98.0	0.1	8.5	-0.8	-16.7	-0.6	-10.4
> Cc1cc(C)cc(OC(=O)CCN2C(=O)c3ccccc3C2=O)c1
 : 95.0	1.0	94.0	2.1	-1.6	-0.1	4.8	-17.0	-3.5
> COc1cccc(OCC(O)CNC(=O)c2oc3ccc(C)cc3c2C)c1 (stereo not drawn)
 : 104.0	13.0	110.0	-8.3	-14.8	0.4	-5.5	-37.8	-8.4
> CCn1cc(SCC(=O)N2CCOCC2)c2ccccc21
 : 103.0	10.0	108.0	-10.1	-3.0	1.0	-25.6	-1.9	/
> COc1ccc(NC(=S)NC(C)c2ccncc2)cc1OC (stereo not drawn)
 : 88.0	-6.0	89.0	-2.0	12.3	2.5	-10.0	-1.4	-8.0
> CC1(C)Oc2ccc(C(=O)N3CCc4ccccc43)cc2N(CC(=O)N2CCCC2)C1=O
 : 104.0	3.0	102.0	-0.5	7.4	-1.1	17.6	-20.7	3.1
> O=C(NCc1ccc(F)cc1)c1ccncc1
 : 97.0	-1.0	99.0	6.7	-7.8	-1.1	-1.6	-4.4	-7.1
> COC(=O)C1=C(NC(=O)COc2ccc3ccccc3c2)CCS1
 : 92.0	-1.0	88.0	-3.9	6.1	-1.7	-3.3	-3.0	2.8
> O=C1c2cccc3c(N4CCCCC4)ccc(c23)C(=O)N1c1ccccn1
 : 96.0	-2.0	94.0	-7.5	-1.8	16.1	-8.9	-5.6	1.1
> CC(C)OC(=O)C1C2C=CC3(CN(Cc4cccs4)C(=O)C13)O2 (stereo not drawn)
 : 108.0	3.0	101.0	-0.3	12.3	3.3	10.7	0.3	1.9
> Cc1ccc2[nH]c(-c3cccc(F)c3)cc(=O)c2c1
 : 106.0	3.0	104.0	2.0	3.4	0.1	1.7	-4.2	4.6
> CCCCN=C(Nc1ccc(Cl)cc1)c1cccnc1
 : 99.0	2.0	102.0	0.1	4.3	0.7	-1.0	-1.3	-4.6
> O=C(OCC(=O)N1CCc2ccccc2C1)c1cccs1
 : 97.0	-4.0	95.0	-6.0	0.8	0.8	12.7	-6.8	-5.1
> Cn1c2ccccc2c2cc(/C=C(\NC(=O)c3ccccc3)C(=O)NCC(=O)O)ccc21
 : 97.0	2.0	97.0	-1.1	16.8	0.6	27.4	-22.1	-6.3
> O=S(=O)(Nc1cccnc1Cl)c1ccc2c(c1)OCCO2
 : 99.0	12.0	101.0	2.3	28.5	2.8	9.4	-2.3	-4.4
> CCN(CC)C(=O)CSc1nc2c(sc(=S)n2CC)c(=O)n1-c1ccccc1
 : 102.0	-1.0	99.0	7.5	5.5	-2.1	-6.7	-7.8	-4.3
> Cc1ccccc1Cn1c(Cc2ccccc2)nc2ccccc21
 : 101.0	-4.0	101.0	-11.2	-12.0	0.3	0.2	-23.3	-3.1
> CCc1ccc(OCC(=O)O/N=C(\N)c2ccccn2)cc1
 : 90.0	-17.0	99.0	-17.7	2.1	-0.4	-7.3	-14.5	-2.7
> COc1ccc(-c2noc(CCC(=O)NCCN(C)Cc3ccccc3)n2)cc1
 : 78.0	-9.0	88.0	-1.1	10.5	-2.2	-26.1	19.8	-1.7
> COc1ccc(C(=O)C(C)OC(=O)c2cccc(S(=O)(=O)Nc3cc(Cl)c(OC)cc3OC)c2)cc1 (stereo not drawn)
 : 99.0	-2.0	99.0	23.4	1.9	-1.1	0.0	-0.8	/
> CSc1ncc(CN2CCc3c([nH]c4ccccc34)C2c2cccc(O)c2)cn1 (stereo not drawn)
 : 101.0	0.0	92.0	5.0	-6.1	-0.5	3.7	-9.6	8.5
> CN(C)C(=O)COc1ccc2c(-c3ccccc3)cc(=O)oc2c1
 : 100.0	5.0	100.0	-0.2	3.7	1.3	3.3	-18.9	-9.7
> Cc1ccc2c(c1)N(C(=O)CCC(=O)Nc1ccccc1Br)CC(C)O2 (stereo not drawn)
 : 96.0	-5.0	94.0	7.3	11.1	-2.6	-3.4	-36.6	/
> COc1cc(S(=O)(=O)NC2CCCC2)ccc1Cl
 : 102.0	0.0	103.0	4.8	0.2	-5.5	4.8	-7.8	0.5
> O=C(Nc1ccc(NC(=O)c2ccccc2Cl)nc1)c1ccco1
 : 101.0	0.0	99.0	6.5	-1.4	0.9	3.5	-10.1	-11.4
> COc1ccc(Cn2nnnc2C(c2cc3ccc(OC)cc3[nH]c2=O)N2CCCCCC2)cc1 (stereo not drawn)
 : 104.0	6.0	111.0	-4.9	15.3	-1.3	7.6	-0.1	-6.3
> COc1cc(/C=N/NC(=O)C(=O)NCC2CCCO2)ccc1OCC(=O)N1CCOCC1 (stereo not drawn)
 : 97.0	-15.0	87.0	1.7	18.7	0.2	-1.4	-5.1	9.3
> O=C(Nc1cccc([N+](=O)[O-])c1)C1CC(=O)N(C2CCCCC2)C1 (stereo not drawn)
 : 99.0	-7.0	97.0	-2.1	10.0	0.3	-3.0	-6.3	-3.4
> c1csc(CNCc2ccncc2)c1
 : 100.0	-4.0	99.0	0.8	-26.8	-0.7	11.9	4.1	0.8
> Cc1nnc(SCC(=O)NCc2cccs2)[nH]c1=O
 : 106.0	8.0	106.0	-1.9	1.7	1.5	-9.8	3.2	-9.1
> CC(=O)c1ccc(-n2c(CCC(=O)O)ccc2-c2ccc(Br)cc2)cc1
 : 110.0	8.0	107.0	-23.4	27.6	-0.4	19.5	-27.0	-11.0
> Clc1ccc(-c2csc(N/N=C/c3cccnc3)n2)c(Cl)c1
 : 79.0	-1.0	97.0	1.7	-20.1	3.8	-37.1	-1.3	-2.7
> CC(C)CNC(=O)COC(=O)c1c2c(nc3ccccc13)CCC2
 : 104.0	3.0	99.0	6.3	3.9	0.8	-1.6	-22.4	-9.4
> CC(C)C(C)NC(=O)COc1ccc(S(=O)(=O)N2CCOCC2)cc1[N+](=O)[O-] (stereo not drawn)
 : 94.0	-2.0	96.0	-1.0	18.4	1.8	-11.8	-24.2	-2.2
> CCOc1ccc(/C=N/Nc2ccccn2)cc1
 : 101.0	-4.0	101.0	-2.3	-7.3	-0.1	-18.8	-9.8	1.1
> O=C(Nc1ccc(-c2ccccc2)cc1)c1ccccc1
 : 107.0	3.0	108.0	4.2	17.9	-0.9	15.4	-16.8	-10.0
> Cc1ccc(NC(=O)c2ccccc2Cl)cc1-n1cnnn1
 : 92.0	-10.0	86.0	8.7	6.9	-2.5	-2.0	3.7	-2.5
> COc1ccc(C(C(=O)OC(C)CN(C)C)c2ccccc2)cc1 (stereo not drawn)
 : 107.0	25.0*	116.0	2.5	14.1	-0.5	-4.5	4.8	-3.9
> O=C(NNC(=S)NCc1ccccc1)c1cccnc1
 : 102.0	0.0	101.0	0.6	2.0	0.3	-6.1	-4.0	-1.8
> Brc1ccc(-n2cc(-c3ccccc3)c3c(NN4CCOCC4)ncnc32)cc1
 : 92.0	1.0	98.0	0.5	-12.2	-1.3	-10.2	6.7	-4.3
> O=C(O)c1cccc(N=NN2CCCCCC2)c1
 : 100.0	-2.0	99.0	3.1	-4.8	0.1	-5.7	0.4	-9.3
> Brc1ccc(-c2n(-c3ccccn3)c3ccccc3[n+]2-c2ccccn2)cc1
 : 94.0	-7.0	95.0	-16.3	18.7	5.0	-4.3	-22.0	-5.9
> O=[N+]([O-])c1cc(S(=O)(=O)N2CCCC2)ccc1OCc1ccccc1
 : 101.0	7.0	108.0	-6.6	11.8	1.2	-18.6	-13.3	-9.2
> COc1ccc(CCNC(=O)C2CCN(Cc3nc(-c4ccccc4F)oc3C)CC2)cc1OC
 : 100.0	-1.0	94.0	-8.9	11.5	-1.0	-4.8	12.3	-3.1
> NC(=S)N1OC[C@@H]2COc3ccc4ccccc4c3[C@@H]21
 : 96.0	-5.0	95.0	-4.5	-5.4	-1.9	-19.1	-2.7	-4.4
> Cn1c(=O)c2c(nc(CN3CCc4ccccc4C3)n2Cc2ccccc2)n(C)c1=O
 : 98.0	1.0	100.0	-4.5	11.6	-1.4	9.4	-24.8	2.6
> O=C(Cc1ccccc1)Nc1ccccc1C(=O)Nc1ccccc1
 : 104.0	-1.0	100.0	-4.5	5.5	3.3	-2.5	-18.6	2.0
> Cc1ccc(-c2nn3cnnc3c3ccccc23)cc1
 : 94.0	-5.0	91.0	-2.3	2.9	1.9	-2.9	-9.2	0.8
> CCOC(=O)Nc1cccc(NC(=O)c2ccccc2F)c1
 : 105.0	1.0	101.0	-6.3	15.1	-0.7	18.2	-6.4	19.1*
> O=c1[nH]c(NNC(=S)NC2CCCCC2)nc2c1C1(CCCC1)Cc1ccccc1-2
 : 99.0	-1.0	103.0	21.0	-36.8	2.0	-37.6	-23.7	-1.4
> Cc1cc(C)cc(NC(=O)c2cccnc2)c1
 : 107.0	8.0	107.0	-13.6	-0.9	-0.6	-12.5	-2.8	-8.7

In the list so far, these have an NH in an aromatic ring.
Values run as follows: MEKK3 PB1 HTS	MEKK2 mut-MEK5	MEKK2 WT-MEK5	NS3 helicase inh	SUMO HTRF inh	CRFR2-BP ag	CRFBP-R2 block	DNA FID counter	GalR3 antagonist
> CC(NC(=O)CSc1ncn[nH]1)c1ccc(Cl)cc1Cl (stereo not drawn)
 : 98.0	-4.0	98.0	0.1	8.5	-0.8	-16.7	-0.6	-10.4
> Cc1ccc2[nH]c(-c3cccc(F)c3)cc(=O)c2c1
 : 106.0	3.0	104.0	2.0	3.4	0.1	1.7	-4.2	4.6
> CSc1ncc(CN2CCc3c([nH]c4ccccc34)C2c2cccc(O)c2)cn1 (stereo not drawn)
 : 101.0	0.0	92.0	5.0	-6.1	-0.5	3.7	-9.6	8.5
> COc1ccc(Cn2nnnc2C(c2cc3ccc(OC)cc3[nH]c2=O)N2CCCCCC2)cc1 (stereo not drawn)
 : 104.0	6.0	111.0	-4.9	15.3	-1.3	7.6	-0.1	-6.3
> Cc1nnc(SCC(=O)NCc2cccs2)[nH]c1=O
 : 106.0	8.0	106.0	-1.9	1.7	1.5	-9.8	3.2	-9.1
> O=c1[nH]c(NNC(=S)NC2CCCCC2)nc2c1C1(CCCC1)Cc1ccccc1-2
 : 99.0	-1.0	103.0	21.0	-36.8	2.0	-37.6	-23.7	-1.4

An excerpt; count on the stated rates, not on these rows.
